Assay outcomes from PubChem.
EWS-Fli inh = inhibitors of EWS/Fli oncoprotein transcriptional activity; actives 0.67% (n = 350,000); A673 NR0B1-luciferase reporter, viability-normalised; AID 651661; inhibition, % at 12.6 µM;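 active = mean inhibition of at least 50% after viability correction, with every replicate also passing that limit; inconclusive = mean reaches 50% but only one of two replicates passes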;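 also: firefly luciferase signal divided by Alamar Blue viability fluorescence both relative to DMSO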
ERAP1 inh = inhibitors of human ERAP1 aminopeptidase; Q9NZ08; recombinant ERAP1, Leu-AMC fluorescence, 60 min; inhibition, % at 10.7 µM; actives 0.15% (n = 340,000); AID 652197;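 active = mean replicate inhibition of at least 30%, or all replicates individually reaching that 30% level; inactive = mean below 30% and not every replicate reaching it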;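 also: 0% = neutral control wells and 100% = L-leucinethiol positive control wells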
Target sequence (Q9NZ08 whole entry, looked up): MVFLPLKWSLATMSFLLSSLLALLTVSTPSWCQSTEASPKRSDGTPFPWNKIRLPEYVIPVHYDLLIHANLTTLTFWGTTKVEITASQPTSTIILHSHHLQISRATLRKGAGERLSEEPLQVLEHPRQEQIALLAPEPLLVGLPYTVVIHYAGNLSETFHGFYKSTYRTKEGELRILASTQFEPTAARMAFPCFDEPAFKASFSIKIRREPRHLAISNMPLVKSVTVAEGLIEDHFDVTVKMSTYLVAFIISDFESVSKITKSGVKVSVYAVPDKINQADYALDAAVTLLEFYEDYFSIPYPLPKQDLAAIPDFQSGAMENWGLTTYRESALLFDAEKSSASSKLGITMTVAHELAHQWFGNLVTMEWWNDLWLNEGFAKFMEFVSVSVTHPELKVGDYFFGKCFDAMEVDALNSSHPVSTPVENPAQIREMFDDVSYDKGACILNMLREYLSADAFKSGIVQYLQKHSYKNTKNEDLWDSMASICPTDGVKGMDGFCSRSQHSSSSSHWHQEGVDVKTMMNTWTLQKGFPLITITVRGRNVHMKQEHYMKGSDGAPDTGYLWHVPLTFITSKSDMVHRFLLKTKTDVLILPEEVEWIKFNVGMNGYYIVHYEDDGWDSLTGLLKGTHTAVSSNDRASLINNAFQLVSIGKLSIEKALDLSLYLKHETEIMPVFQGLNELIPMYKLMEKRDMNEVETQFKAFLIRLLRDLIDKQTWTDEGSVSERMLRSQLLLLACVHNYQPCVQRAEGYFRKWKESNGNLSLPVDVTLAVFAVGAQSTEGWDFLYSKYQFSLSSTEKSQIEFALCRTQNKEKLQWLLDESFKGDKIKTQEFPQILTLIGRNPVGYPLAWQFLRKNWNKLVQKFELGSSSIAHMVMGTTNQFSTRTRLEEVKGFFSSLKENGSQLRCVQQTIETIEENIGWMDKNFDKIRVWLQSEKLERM
PGC1a acetyl inh = lowers PGC1a acetylation signal in U2OS cells; AlphaScreen anti-acetyl-lysine; with virally co-expressed GCN5 acetyltransferase; inhibition, % at 15.6 µM; actives 0.17% (n = 350,000); AID 651687;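 active = every replicate shows inhibition of at least 40%; inconclusive = mean inhibition at least 40% but some replicate below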;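 also: 0% = neutral control wells and 100% = positive control wells; some results beyond the cut were filed as inactive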
LGR2 inh = Drosophila LGR2 receptor signaling inhibition; AID 720647; actives 0.35% (n = 380,000); HEK293 LGR2, CRE-luciferase, bursicon-stimulated, 4 h; inhibition, % at 9.99 µM;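 active = drop in luminescence signal, shown as inhibition above about 50% in the replicate tests, limit read from the data, passing the limit was not always enough; inconclusive = probably only some replicates passing the limit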;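 also: agonist challenge used bursicon conditioned medium at about half maximal strength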
PAX8 inh HTS = inhibitors of PAX8 transcriptional activity in RMG-I cells. RMG-I TPO-luciferase reporter, SteadyGlo, 24 h. inhibition, % at 12.6 µM. actives 1.2% (n = 360,000);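 active = mean replicate inhibition at least 60% with every replicate also reaching 60%; inconclusive = only one of the two criteria is met; inactive = mean below 60% and not all replicates reaching 60%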;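 also: luciferase light reporting Pax8 driven TPO promoter activity; plate controls were median of neutral control wells for no effect and mitoxantrone controls for full effect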
S100A4 inh HTS = inhibitors of human S100A4 binding to myosin IIA peptide; P26447; S100A4/TAMRA-MyoIIA peptide fluorescence polarization; inhibition, % at 10.7 µM; actives 0.14% (n = 360,000); AID 652163;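 active = mean inhibition of at least 70% across replicates, with every replicate also reaching that level; inconclusive = mean inhibition reaches 70% but some replicates fall short; inactive = mean inhibition below 70%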
Target sequence (P26447 whole entry, looked up): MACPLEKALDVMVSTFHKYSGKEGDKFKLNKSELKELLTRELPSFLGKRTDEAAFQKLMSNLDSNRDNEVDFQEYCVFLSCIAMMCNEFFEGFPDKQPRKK
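Assay system: human S100A4 monomer with TAMRA-labelled myosin IIA peptide / Buffer or medium: Calcium-containing HEPES buffer, pH 7.2 / Reagent: TAMRA-labelled myosin IIA heavy-chain peptide probe, 5 nM / Compound: one dose per compound / Timing: polarization read 5 min after assay mix addition, stable 5–60 min / Benchmarks: neutral control DMSO, positive control TFP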
PglD inh = inhibitors of Campylobacter jejuni PglD acetyltransferase. AID 602405. actives 0.098% (n = 360,000). inhibition, % at 12.5 µM. purified PglD enzyme, DTNB colorimetric CoA detection; in the data active = inhibition above about 16%, passing the limit was not always enough; inconclusive = no clear call, values can overlap the other calls; also: strong numbers were not always called active
FN deposit inh = fibronectin deposition inhibition. AH1F fibroblasts, Alexa488-fibronectin deposition fluorescence, overnight. inhibition, % at 12.6 µM. actives 0.086% (n = 350,000). AID 743247;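 active = mean inhibition across replicates of 30% or more, regardless of how many single replicates reach that level; inconclusive = mean under 30% yet at least half of replicates reach 30%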;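 also: positive control wells lacked labelled fibronectin entirely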
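Measured by – fluorescence 485/525 nm · System – AH1F fibroblast monolayer, labelled fibronectin deposition · Amount – 10000 cells per well · Buffer or medium – serum-reduced DMEM (2% serum) · Doses – single dose, pinned · Also added – fluorescent fibronectin at 24 nM final · Schedule – 1 h cell attachment, overnight exposure to compound and label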
The depositor's hits bear a star; ? = inconclusive; · = no result given.

SMILES	EWS-Fli inh	ERAP1 inh	PGC1a acetyl inh	LGR2 inh	PAX8 inh HTS	S100A4 inh HTS	PglD inh	FN deposit inh
COc1ccccc1OCC(=O)Nc1ccccc1C(=O)Nc1cccc(C(=O)O)c1	1	-38	7	16	-2	2	1	-6
O=c1ccn(-c2ccccc2)[nH]1	-9	2	·	13	-7	-5	-3	5
Cc1noc(C)c1NC(=O)Nc1ccc2c(c1)C(=O)N([C@@H](C)CO)C[C@H](C)[C@@H](CN(C)S(C)(=O)=O)OCCCC[C@@H](C)O2	-6	-1	3	-5	·	3	3	·
CCOC(=O)Nc1ccc2c(c1)N(C(=O)CCN(CC)CC)c1ccccc1CC2	15	-2	·	3	40	-5	3	8
Cn1cnc(CCNC(=O)[C@H]2[C@H](CO)[C@H]3Cn4c(cccc4=O)[C@@H]2N3C(=O)Nc2ccccc2)c1	-7	2	14	-1	-9	-2	1	·
CC1=NN(C(=O)Cc2ccc([N+](=O)[O-])cc2)C(O)(c2cccnc2)C1 (stereo not given)	·	·	-2	8	·	·	5	-8
COc1ccccc1NC(=O)Cn1cc(C(=O)C2CC2)c2ccccc21	·	-3	·	18	44	-1	1	-1
O=C(O)c1cc([N+](=O)[O-])c(N2CCCC2)c([N+](=O)[O-])c1	·	·	10	7	7	·	0	-7
CN(CCOc1ccccc1)C(=O)c1ccc2c(=O)n3c(nc2c1)CCC3	-11	-1	·	-3	11	0	0	·
C[C@@H]1CN([C@@H](C)CO)S(=O)(=O)c2ccc(C3=CCCCC3)cc2O[C@H]1CN(C)Cc1ccccc1F	15	1	-1	0	·	-23	-13	·
Cn1cc(C(c2ccccc2OCC(=O)O)c2cn(C)c3ccccc23)c2ccccc21	18	0	·	5	18	-12	-2	-6
Cc1ccc(C)c2nc(Cl)c(C#N)cc12	-13	-2	·	·	-8	-4	-5	-6
Cc1ccc(S(=O)(=O)N(C)c2ccc(C(=O)Nc3ccccc3C(=O)N3CCOCC3)cc2)cc1	·	-1	·	5	3	10	1	·
O=[N+]([O-])c1cccc(NN=Nc2ccccc2)c1	-74	-3	9	-27	-61	0	-18	-8
O=C(c1cc2ccccn2n1)N1CCN(c2ccccn2)CC1	7	1	-15	-5	-13	5	-3	1
Cc1cc(C)n(CCCN2CCC(C(=O)Nc3cccc(-c4cccc(F)c4)c3)CC2)n1	28	-4	·	-7	20	2	-3	-3
Nc1c(C(=O)Nc2ccc(Br)cc2)sc2nc(-c3ccco3)ccc12	·	·	-7	-37	·	·	2	-9
O=C(COc1ccc([N+](=O)[O-])cc1)NC(=O)NC1CCS(=O)(=O)C1 (stereo not given)	-3	-3	·	-6	-10	-1	·	-4
Cc1cc(NC(=O)CCC(=O)N(Cc2ccco2)C(C(=O)NCC2CCCO2)c2ccncc2)no1 (stereo not given)	7	-3	·	·	-5	3	·	3
O=C1c2cccc3cccc(c23)C(=O)N1CCCN(C(=O)c1cccs1)c1cccc(F)c1	·	·	4	13	13	·	-1	0
CSc1nnc(CCNC(=O)OC(C)(C)C)o1	-13	2	22	21	-15	-3	3	-7
CCNC(=O)Nc1ccc2c(c1)C(=O)N(C)[C@H]1CC[C@H](CC(=O)NCCOC)O[C@@H]1CO2	-7	-6	10	-4	11	5	-1	5
CC(C)(C)OC(=O)N1CCC(c2cc(-c3cccs3)n[nH]2)CC1	-14	-3	·	-3	-34	-6	-1	·
Cc1oc(-c2ccc(Cl)cc2)nc1CN1CCCN(C(=O)c2ccco2)CC1	14	2	7	11	·	4	2	9
COC(=O)c1sccc1NC(=O)c1c(F)c(F)c(F)c(F)c1F	17	1	6	-19	8	-1	7	6
O=C(NCc1ccc(-c2csnn2)cc1)c1cc(Cl)cc(Cl)c1	5	-3	·	33	-12	-3	·	10
CCCCNC(=O)C1C(c2ccc(OC)cc2)=Nc2ccccc2N1C(=O)c1ccc2ncccc2c1 (stereo not given)	-44	0	·	-44	7	-3	·	-3
CN1C=CC2=C(C#N)C(N)C(C#N)(C#N)C(c3ccccc3)C2C1 (stereo not given)	·	·	8	·	36	·	1	-3
CCc1nccn1S(=O)(=O)c1cc(OC)ccc1OC	5	3	11	17	20	-2	-9	-2
CN(CC1CCOCC1)C(=O)CC1C(=O)NCCN1C/C=C/c1ccccc1 (stereo not given)	13	-2	·	·	16	3	·	1
C/C=C/c1ccc([C@@H]2[C@@H](CN(C)C(C)=O)N(C(=O)NC(C)C)[C@H]2CO)cc1	0	·	8	-4	7	·	3	6
CC(=O)N1N=C(N)SC1c1ccc(Cl)c(Cl)c1 (stereo not given)	1	-3	-6	-13	8	2	1	-8
COc1ccccc1-c1ccc2c(c1)O[C@@H](CN(C)S(=O)(=O)c1ccc(F)cc1)[C@H](C)CN([C@@H](C)CO)S2(=O)=O	-4	-3	-1	8	27	-22	-1	·
COc1ccc(CN2CCN(C(=O)c3ccco3)CC2)cc1OC	9	-1	2	33	12	2	·	-9
Cn1cccc1CC(=O)NNC(=O)Nc1ccc(Cl)cc1	0	2	·	·	-5	-11	·	-12
COc1cc2c(cc1OC)C(COc1ccc(F)cc1)NCC2 (stereo not given)	7	1	·	-12	56	-43	-6	6
CO[C@@H]1CN(C)C(=O)c2ccc(NC(=O)C3CCOCC3)cc2OC[C@@H](C)N(C(C)=O)C[C@@H]1C	-6	-1	-1	6	-6	-46	-1	-13
CC(=O)Nc1ccc(NC(=O)c2sc(-c3ccccc3)nc2C)cc1	7	-3	9	-4	7	-4	-4	-1
C[C@H]1CN([C@@H](C)CO)S(=O)(=O)c2ccc(-c3ccccc3F)cc2O[C@H]1CN(C)Cc1cncnc1	-5	-2	0	5	·	-5	2	·
CCCn1c2ccccc2c2nnc(SCC(=O)Nc3c(C)n(C)n(-c4ccccc4)c3=O)nc21	5	5	·	·	35	1	·	1
O=c1[nH]c(=O)c2[nH]c(=O)n(-c3ccccc3)c2[nH]1	3	2	2	-7	20	3	·	9
Cc1ccc(S(=O)(=O)C2(C(=O)Nc3ccc4c(c3)OCO4)CC2)cc1	-1	3	3	6	-13	-1	2	1
C[C@@H]1CN([C@H](C)CO)C(=O)c2cc(C#CC3(O)CCCC3)cnc2O[C@H]1CN(C)Cc1ccccc1	1	2	-5	4	·	-2	4	·
O=C(CCN1CCCCC1)N[C@@H]1CC[C@@H](CCNS(=O)(=O)c2ccccc2)O[C@H]1CO	8	·	-11	-18	-11	·	1	·
CN(C)P(=NC(=O)COc1ccc(Cl)cc1Cl)(N(C)C)N(C)C	12	0	13	·	·	-2	·	·

Reprinted at random: two compounds from above
SMILES	EWS-Fli inh	ERAP1 inh	PGC1a acetyl inh	LGR2 inh	PAX8 inh HTS	S100A4 inh HTS	PglD inh	FN deposit inh
Cc1noc(C)c1NC(=O)Nc1ccc2c(c1)C(=O)N([C@@H](C)CO)C[C@H](C)[C@@H](CN(C)S(C)(=O)=O)OCCCC[C@@H](C)O2	-6	-1	3	-5	·	3	3	·
CCCn1c2ccccc2c2nnc(SCC(=O)Nc3c(C)n(C)n(-c4ccccc4)c3=O)nc21	5	5	·	·	35	1	·	1

Additional records
SMILES	EWS-Fli inh	ERAP1 inh	PGC1a acetyl inh	LGR2 inh	PAX8 inh HTS	S100A4 inh HTS	PglD inh	FN deposit inh
O=C(/C=C/c1ccco1)Nc1nc(-c2ccccc2)cs1	-111	-2	·	-18	98*	-11	-6	1
C[C@H]1CN([C@@H](C)CO)C(=O)Cc2cc(NC(=O)NC3CCCCC3)ccc2O[C@H]1CN(C)Cc1ccc(C(F)(F)F)cc1	2	-1	-16	2	·	5	-1	1
C=CCN1CN(S(=O)(=O)c2cccc(Cl)c2)c2nc3ccccc3nc21	3	3	8	-5	-20	-3	-2	-2
CC1(C(=O)NS(=O)(=O)c2ccc(Cl)cc2)CCN1C(=O)CCc1ccc(Cl)cc1Cl (stereo not given)	1	3	15	17	7	-1	1	18
CCCNC(=O)Nc1ccc2c(c1)OC[C@@H](C)N(C)C[C@@H](C)[C@H](OC)CN(C)C2=O	4	1	·	-7	1	2	7	-2
COc1ccc(S(=O)(=O)NCC2CCC(C(=O)NCCC(C)C)CC2)cc1 (stereo not given)	·	·	·	-10	-2	·	0	3
Cc1c2cnn(CC(=O)NCc3ccccn3)c(=O)c2c(C)n1Cc1ccc(Cl)cc1	·	-3	6	3	13	-3	-2	3
O=C(NNC(=S)Nc1ccc(Cl)cc1Cl)c1ccncc1	0	2	·	1	-47	0	·	-4
CC(C)NC(=O)N(C)C[C@@H]1Oc2ccc(NC(=O)Nc3cccc4ccccc34)cc2C(=O)N([C@@H](C)CO)C[C@H]1C	-7	-3	6	-14	-24	-1	3	·
CS(=O)(=O)c1ccc2nc(NC(=O)C3=NN(c4ccccc4)C(=O)CC3)sc2c1	8	·	-1	-6	12	-5	6	15
Cc1cccc(NC(=O)c2cccc(C(=O)Nc3cccc(C)c3)n2)c1	5	·	·	8	-7	4	·	3
CCCCc1cn([C@@H](CCCCN)C(=O)N2CCNCC2)nn1	-9	2	-1	-4	7	5	2	5
CON(C)C(=O)[C@H]1C[C@@H]2[C@H](C[C@@H](c3ccccc3)[C@H]1C)N(c1ccc(F)cc1)C(=O)N2CCCOc1ccccc1	-6	-1	·	-1	-7	4	·	-1
CNC[C@H]1Oc2cc(C#Cc3ccncc3)ccc2S(=O)(=O)N([C@H](C)CO)C[C@H]1C	-12	0	-17	16	17	-1	2	-1
N#Cc1ccc(C2=CC(=O)C[C@H](c3ccc(F)cc3)C2)cc1	-3	0	-24	-6	-25	-1	2	6
O=C(c1ccccc1)c1ccc[nH]1	-5	-1	-4	-14	-28	13	8	8
O=C(NCCc1ccc2c(c1)OCCO2)c1ccccc1F	-68	0	·	-29	34	-1	·	3
O=C(C1CCCCC1)N1C[C@H]2[C@@H](c3ccccc31)[C@H](CO)N2C(=O)c1ccccc1	-3	3	-11	2	9	-11	4	13
O=C(COc1ccc(F)cc1Br)N1CCN(c2ncccn2)CC1	-4	-9	·	-7	-5	5	·	-2
O=[N+]([O-])c1cccc(/C=C/c2nc(C=Nc3ccccc3)c(O)o2)c1	3	1	15	28	·	1	-14	·
O=C(Nc1nccs1)c1cc2sccc2n1Cc1ccc(F)cc1	·	·	4	-7	·	·	3	10
O=C([C@H]1[C@H](CO)[C@H]2Cn3c(cccc3=O)[C@@H]1N2CC1CCCC1)N1CCOCC1	-1	3	-1	-3	·	4	·	-17
CC(C)Cc1nn2c(=O)cc(O)nc2s1	1	4	?	2	-25	10	5	-10
Cc1c(C(=O)O)sc(S(=O)(=O)N2CCN(C(=O)Cc3ccc(F)cc3)CC2)c1C(=O)O	1	0	-5	13	2	4	7	0
Cc1cc(C)c(OCC(O)CN2CCN(C(=O)c3ccccc3)CC2)c(C)c1 (stereo not given)	9	-1	2	3	-17	2	-3	-5
CCCCOc1ccc2c(c1)C(=O)c1cc(O)ccc1-2	-63	2	·	-124	-194	-5	·	·
O=S(=O)(c1cccc(C(F)(F)F)c1)N1CCN(CC(O)COCc2ccccc2)CC1 (stereo not given)	2	-5	-4	-9	5	-5	0	1
COCC(=O)N1C[C@@H](C)[C@H](OC)CN(C)C(=O)c2cc(NS(C)(=O)=O)ccc2OC[C@@H]1C	-6	5	-15	-15	-8	9	-2	-25
